procasp3 activ: activators of human procaspase-3. P42574. recombinant procaspase-3 D3A, Ac-DEVD-pNA absorbance 405 nm. activation, % at 8.5 µM. 330,000 compounds, 0.11% hits;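 active means activation above the mean of all tested compounds plus 3 SD, cut at about 21% in these data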;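 further: 0% = DMSO alone and 100% = DMSO wells spiked with extra 5 µM PC-3 D3A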
Target sequence (P42574 whole entry D9A/D28A/D175A): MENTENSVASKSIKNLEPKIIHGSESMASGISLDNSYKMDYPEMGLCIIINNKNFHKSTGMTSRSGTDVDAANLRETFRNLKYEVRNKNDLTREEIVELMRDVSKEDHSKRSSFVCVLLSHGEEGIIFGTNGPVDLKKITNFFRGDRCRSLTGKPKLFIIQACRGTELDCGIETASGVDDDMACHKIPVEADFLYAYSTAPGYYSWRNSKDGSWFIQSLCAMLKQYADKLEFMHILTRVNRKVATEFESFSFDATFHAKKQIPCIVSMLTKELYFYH
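Assay system – Procaspase-3 D3A mutant · Benchmarks – DMSO low control, extra-enzyme high control · Technique – 405 nm absorbance of p-nitroaniline, reads at 0 and 120 min · Doses – 8.5 µM nominal · Measure – % activation between DMSO and enzyme-spiked controls · Also added – Ac-DEVD-pNA chromogenic peptide substrate · Schedule – 1 h compound preincubation, 2 h substrate hydrolysis at 25 °C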
HCV core dimer: blocks dimerization of HCV core protein; TR-FRET GST/Flag-core106 dimerization, 1536-well; inhibition, % at 5 µM; 300,000 compounds, 0.33% hits;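 active means inhibition above the mean of all tested compounds plus 3 SD, set per screening campaign, cut at about 45% in these data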
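Assay system: tagged HCV core106 pair (GST and Flag); medium: KF-containing HEPES buffer, pH 7.45, DTT, CHAPS, BSA; also added: Eu donor and XL665 acceptor anti-tag antibodies; dosing: 5 µM single dose; timing: compound-protein-antibody incubation 4 h at 22.5 °C; signal: TR-FRET 671 and 617 nm emission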
procasp7 counter: counter-screen for procaspase-3 activators: activators of human procaspase-7; recombinant procaspase-7, Ac-DEVD-pNA absorbance 405 nm; D23A/D198A/D206A triple mutant, cannot self-cleave; scale: DMSO 0, 5 µM enzyme 100; activation, % at 8.5 µM; P55210; 330,000 compounds, 0.093% hits;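 active means percent activation above the screen-wide mean plus 3 SD, cut at about 25% in these data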
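signal = Epi-absorbance of released pNA at 405 nm, two timepoints | assay system = Uncleavable procaspase-7 mutant enzyme | reagent = Ac-DEVD-pNA substrate, 400 µM as added | times = 1 h enzyme–compound preincubation and 2 h substrate reaction, both 25 °C | benchmarks = low DMSO alone, high DMSO plus 5 µM PC-7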
PP5 inh: PP5 (human) phosphatase inhibition; purified PP5c, OMFP substrate fluorescence; 320,000 compounds, 0.18% hits; inhibition, % at 6.7 µM; AID 1987;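 active means inhibition above the campaign's mean inhibition across all tested compounds plus 3 SD, cut at about 9.5% in these data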;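 further: 0% = DMSO only and 100% = 100 µM cantharidin control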
Target sequence (P53041 whole entry, looked up): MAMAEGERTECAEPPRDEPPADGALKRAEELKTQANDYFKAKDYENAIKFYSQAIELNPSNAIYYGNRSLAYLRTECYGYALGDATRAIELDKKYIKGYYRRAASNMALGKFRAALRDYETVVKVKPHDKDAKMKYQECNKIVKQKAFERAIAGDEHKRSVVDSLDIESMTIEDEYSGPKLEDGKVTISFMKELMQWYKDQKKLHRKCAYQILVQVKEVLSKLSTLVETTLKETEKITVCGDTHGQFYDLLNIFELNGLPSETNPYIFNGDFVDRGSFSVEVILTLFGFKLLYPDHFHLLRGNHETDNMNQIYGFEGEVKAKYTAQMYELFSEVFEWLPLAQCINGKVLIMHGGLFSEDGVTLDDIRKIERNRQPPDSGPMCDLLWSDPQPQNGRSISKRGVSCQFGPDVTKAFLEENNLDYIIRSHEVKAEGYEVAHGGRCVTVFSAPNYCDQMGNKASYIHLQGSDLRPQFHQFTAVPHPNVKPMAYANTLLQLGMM
CTSL1 counter: cathepsin L1 inhibition, PFM18AAP counter-screen | recombinant F. hepatica cathepsin L1, Z-Leu-Arg-MCA fluorescence | inhibition, % at 5.96 µM | 300,000 compounds, 0.49% hits | AID 1906;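 active means inhibition above the mean of all tested compounds plus 3 SD, set per screening campaign, cut at about 17% in these data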;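 further: 0% = plate median of test compound wells and 100% = 1 µM Z-Phe-Ala-diazomethylketone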
PP1 counter: counter-screen for PP5 inhibitors: inhibitors of human PP1-alpha; P62136; purified PP1alpha, OMFP fluorescence; inhibition, % at 6.7 µM; 320,000 compounds, 0.9% hits; AID 2235;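 active means inhibition above the mean inhibition of all tested compounds plus 3 SD, computed separately for each screening campaign, cut at about 15% in these data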
VLA-4 inh: inhibition in a human VLA-4 binding assay | P13612 | VLA-4 expressing cells, ligand binding flow cytometry | inhibition, % (about 7 µM as worked out from the volumes in the protocol) | 330,000 compounds, 0.2% hits; in the data active means inhibition above about 50%
GRK2 aptamer HTS: human GRK2 inhibition via aptamer displacement; bead flow cytometry, FAM-aptamer displacement from GRK2; inhibition of aptamer binding, % at 10 µM; 330,000 compounds, 0.59% hits; P25098;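 active means inhibition of aptamer binding above 40%, roughly 3 SD of noise, on plates passing a quality check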;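 further: median bead fluorescence of bound FAM aptamer so fluorescent compounds give negative values; no value below 0 was filed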
GASC-1 inh: blocks human GASC-1 demethylase activity; 330,000 compounds, 0.069% hits; inhibition, % at 2.35 µM; AID 2099; GST-JMJD2C(1-420) H3K9me3 demethylation, DELFIA europium; Q9H3R0;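 active means more than half of a compound's replicate wells show inhibition beyond 50%, single wells judged on their own value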;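 further: signal counts dimethyl H3K9 product captured on neutravidin plate; 0% = median of DMSO wells and 100% = 0.3 times that DMSO median; strong numbers were not always called active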
* marks the source's active call; other numbers are inactive results; . = no result given.

Abbreviations: A = procasp3 activ; B = HCV core dimer; C = procasp7 counter; D = PP5 inh; E = CTSL1 counter; F = PP1 counter; G = VLA-4 inh; H = GRK2 aptamer HTS; I = GASC-1 inh
1	CC(C)CCn1c(N2CCC(C(N)=O)CC2)nc2c1c(=O)[nH]c(=O)n2C
  A: 4; B: -6; C: 4; D: 3.6; E: 11; F: 7; G: -5; H: 0; I: -10
2	CCCCn1c(SCC(=O)N2CCCC2=O)nc2cc(S(N)(=O)=O)ccc21
  A: 3; B: .; C: 0; D: 2.7; E: .; F: 2; G: 6; H: 4; I: -5
3	COc1cc2c(cc1OC)C1(CCCC1)C(N)=C2C#N
  A: -13; B: -22; C: -2; D: 2.2; E: -1; F: 1; G: -3; H: 0; I: 0
4	O=C(c1ccccc1)N1CCN(Cc2ccccc2Br)CC1
  A: 10; B: 4; C: -1; D: -0.2; E: 2; F: -1; G: -2; H: 0; I: 6
5	COc1ccc(NC(=O)c2nc[nH]c2C(=O)N2CCN(c3ccccc3)CC2)cc1
  A: -2; B: -16; C: -4; D: 0.8; E: 1; F: 0; G: -8; H: 1; I: 9
6	COc1ccc(C2Nc3cccc4cccc(c34)N2)cc1
  A: 10; B: -26; C: -5; D: 4.0; E: -3; F: 0; G: 2; H: 1; I: 8
7	COc1ccccc1/C=C/C(=O)NNC(=O)c1cccs1
  A: -5; B: 3; C: 6; D: -1.0; E: -7; F: -5; G: 23; H: 2; I: -6
8	CCC(C)NC(=O)C(CCSC)NC(=O)c1ccccc1 (configuration not stated)
  A: -2; B: 0; C: -5; D: -1.5; E: 3; F: -7; G: -5; H: 0; I: 2
9	Cn1c(N)c(C(=O)COC(=O)CCC(=O)c2ccc(F)cc2)c(=O)n(C)c1=O
  A: -2; B: -3; C: 0; D: 0.4; E: -28; F: -3; G: 19; H: 3; I: -12
10	CCNc1c(NS(=O)(=O)c2ccc([N+](=O)[O-])cc2)c(=O)oc2ccccc12
  A: -4; B: -12; C: 3; D: 3.2; E: 1; F: 4; G: 10; H: 5; I: -8
11	COc1ccc(Cl)cc1C(=O)O/N=C(\N)c1ccncc1
  A: -9; B: 1; C: -2; D: 0.7; E: -3; F: -2; G: -3; H: 8; I: -2
12	O=C(COC(=O)CNS(=O)(=O)/C=C/c1ccccc1)Nc1cc(S(=O)(=O)N2CCCCC2)ccc1Cl
  A: 7; B: 12; C: 11; D: 4.6; E: -8; F: 1; G: 20; H: 0; I: 12
13	CCCCN1C(=O)CC(Nc2ccc(CC)cc2)C1=O (configuration not stated)
  A: -1; B: 0; C: -4; D: 0.1; E: 0; F: -5; G: 7; H: 2; I: -9
14	COC(=O)COc1cc(=O)oc2ccc(NS(=O)(=O)c3ccccc3)cc12
  A: 2; B: -2; C: 5; D: 3.5; E: -3; F: 2; G: -8; H: 7; I: 67
15	O=C(Nc1ccccc1F)C1CCCN1S(=O)(=O)c1ccc(Cl)cc1 (configuration not stated)
  A: 2; B: .; C: -3; D: 0.6; E: .; F: -5; G: 17; H: 5; I: -7
16	COc1ccc(N2C(=O)CSC23C(=O)N2CCCc4cccc3c42)cc1 (configuration not stated)
  A: 5; B: 1; C: -2; D: -1.0; E: 0; F: -2; G: -5; H: 4; I: 1
17	CCOC(=O)c1sc(-c2ccc(F)cc2)cc1N
  A: 7; B: 7; C: -11; D: 5.2; E: -2; F: 0; G: 20; H: 0; I: -4
18	Cc1ccc(NC(=O)CSC2=Nc3ccccc3C3CC=NN23)c(C)c1 (configuration not stated)
  A: -4; B: 0; C: -5; D: 1.4; E: -8; F: -1; G: 7; H: 19; I: -6
19	Nc1nc(SCC(=O)O)[nH]c(=O)c1NC(=O)c1ccccc1F
  A: 0; B: -11; C: -2; D: 1.1; E: -6; F: -6; G: -76; H: 0; I: -9
20	COc1ccccc1CNC(=O)Cc1ccc(C)cc1
  A: 10; B: -3; C: 3; D: 2.2; E: 2; F: -4; G: 3; H: 1; I: 12
21	C[C@@H]1C=C(C(=O)N2CCOCC2)O[C@H](OCc2ccc(CO)cc2)C1
  A: 18; B: -18; C: 0; D: 2.6; E: 0; F: 1; G: .; H: .; I: 10
22	COC(=O)CSC1=C(C#N)C(c2ccccc2F)CC(=O)N1 (configuration not stated)
  A: 10; B: 1; C: 8; D: 0.1; E: -1; F: 2; G: 37; H: 0; I: -36
23	COc1cc(C(=O)OCC#N)ccc1OCc1c(C)noc1C
  A: 5; B: 2; C: 1; D: 0.5; E: 0; F: 0; G: -2; H: 0; I: 1
24	O=C(CN1CCc2ccccc21)Nc1ccc2c(c1)OCO2
  A: 5; B: 30; C: -8; D: 3.7; E: 2; F: 5; G: 17; H: 1; I: -29
25	O=C(COc1ccccc1Cl)Nc1cc(Cl)ccc1Oc1ccccc1
  A: 4; B: 1; C: -1; D: 2.9; E: 0; F: -4; G: 9; H: 4; I: 7
26	Cc1ccc(C2NC(=S)NC3=C2C(=O)CC(C)(C)C3)cc1 (configuration not stated)
  A: 2; B: 0; C: -7; D: 1.2; E: -1; F: 2; G: -9; H: 3; I: 3
27	CCOC(=O)c1c(C)oc2ccc(OCC(=O)C(C)(C)C)cc12
  A: -5; B: 0; C: -9; D: 3.3; E: 2; F: 0; G: 8; H: 2; I: 5
28	Cc1cc(Cl)ccc1NNC(=O)c1cccs1
  A: -6; B: -5; C: 0; D: -0.4; E: -3; F: -1; G: -2; H: 0; I: 5
29	CC1CCCC(C)N1CCCNC(=O)c1cc2c(s1)-c1ccccc1OC2 (configuration not stated)
  A: 3; B: 1; C: 9; D: 0.9; E: 3; F: 0; G: 14; H: 0; I: 21
30	CC(C)NC(=O)CSc1nnc(-c2ccc(S(=O)(=O)N3CCCC3)cc2)n1CC1CCCO1 (configuration not stated)
  A: -2; B: 2; C: -5; D: 0.0; E: -3; F: -2; G: 17; H: 3; I: 1
31	Cc1ccsc1CN(C)C(=O)c1ccc(Oc2ccccc2)cc1
  A: -2; B: 10; C: -13; D: 2.5; E: 0; F: 2; G: 4; H: 3; I: -1
32	COCc1cc(C)nc(SCc2ccc(F)cc2)c1C#N
  A: -3; B: -4; C: -3; D: 0.6; E: 3; F: 4; G: 4; H: 2; I: 5
33	Cn1ccnc1SCC(=O)NC1CC1
  A: -1; B: 0; C: -8; D: -2.3; E: -1; F: -2; G: 24; H: 0; I: -7
34	CCOC(=O)CN1C(=O)S/C(=C/c2ccc(C)o2)C1=O
  A: -8; B: -9; C: -18; D: 2.0; E: 8; F: 2; G: -10; H: 1; I: 0
35	COc1ccc(C(=O)NCC(=O)OCC(=O)NCc2cccs2)cc1
  A: 5; B: -3; C: 2; D: -1.6; E: -8; F: -2; G: -2; H: 0; I: -11
36	Cc1cc(C(=O)N/N=C/c2ccccc2[N+](=O)[O-])c(C)o1
  A: -4; B: -2; C: 7; D: -1.0; E: 1; F: -2; G: 2; H: 0; I: -8
37	CCOC(=O)C(NC(=O)c1cccnc1)(Nc1cccc(C)n1)C(F)(F)F (configuration not stated)
  A: -5; B: -8; C: 4; D: 1.1; E: 0; F: -2; G: 17; H: 0; I: 9
38	CCN(CC)CC(=O)N1CCCC(N2CCN(c3cccc(C(F)(F)F)c3)CC2)C1 (configuration not stated)
  A: -1; B: -9; C: 8; D: 0.9; E: -5; F: -2; G: 3; H: 0; I: -3
39	CCOc1ccc(C2C(C(=O)c3ccco3)=C(O)C(=O)N2Cc2cccnc2)cc1 (configuration not stated)
  A: -3; B: 8; C: -27; D: -0.2; E: 2; F: 4; G: 11; H: 3; I: 7
40	Cc1ccc(NC(=O)CN(C)S(=O)(=O)c2cccs2)cc1F
  A: 4; B: -1; C: -3; D: 0.6; E: 9; F: -1; G: 1; H: 1; I: 0
41	O=C(O)C1CC=CCC1C(=O)Nc1ccc2c(c1)OCCO2 (configuration not stated)
  A: 2; B: -9; C: -5; D: -1.7; E: 1; F: -1; G: 2; H: 24; I: -2
42	CC[C@@]1(C(=O)OC)N[C@H](CN(C)C(=O)Nc2ccc(Cl)cc2)[C@@H]2C(=O)N(C)C(=O)[C@@H]21
  A: -1; B: .; C: -5; D: .; E: .; F: .; G: 23; H: 1; I: 21
43	c1ccc(CSc2ncn[nH]2)nc1
  A: -6; B: -3; C: -3; D: 1.0; E: 0; F: -3; G: 17; H: 0; I: -7
44	Cc1ccc2nc3c(c(Nc4cccc(O)c4)c2c1)CCC3
  A: 2; B: 2; C: -2; D: 5.9; E: 1; F: 8; G: 11; H: 2; I: -22
45	N#CC(C(=O)c1ccco1)c1ccccn1 (configuration not stated)
  A: -1; B: 6; C: -5; D: -0.2; E: 1; F: -3; G: -7; H: 2; I: 12
46	Cc1ccc(S(=O)(=O)c2nc(S(=O)(=O)c3ccc(C)cc3)c(N3CCN(CCO)CC3)s2)cc1
  A: -8; B: -5; C: 11; D: -2.3; E: 9; F: 7; G: -15; H: 0; I: -3
47	CSc1ccccc1NC(=O)C1CCCO1 (configuration not stated)
  A: 5; B: -1; C: 6; D: 0.1; E: 0; F: 0; G: -3; H: 0; I: -5

Entries 33 through 37 from above:
Abbreviations: A = procasp3 activ; B = HCV core dimer; C = procasp7 counter; D = PP5 inh; E = CTSL1 counter; F = PP1 counter; G = VLA-4 inh; H = GRK2 aptamer HTS; I = GASC-1 inh
33	Cn1ccnc1SCC(=O)NC1CC1
  A: -1; B: 0; C: -8; D: -2.3; E: -1; F: -2; G: 24; H: 0; I: -7
34	CCOC(=O)CN1C(=O)S/C(=C/c2ccc(C)o2)C1=O
  A: -8; B: -9; C: -18; D: 2.0; E: 8; F: 2; G: -10; H: 1; I: 0
35	COc1ccc(C(=O)NCC(=O)OCC(=O)NCc2cccs2)cc1
  A: 5; B: -3; C: 2; D: -1.6; E: -8; F: -2; G: -2; H: 0; I: -11
36	Cc1cc(C(=O)N/N=C/c2ccccc2[N+](=O)[O-])c(C)o1
  A: -4; B: -2; C: 7; D: -1.0; E: 1; F: -2; G: 2; H: 0; I: -8
37	CCOC(=O)C(NC(=O)c1cccnc1)(Nc1cccc(C)n1)C(F)(F)F (configuration not stated)
  A: -5; B: -8; C: 4; D: 1.1; E: 0; F: -2; G: 17; H: 0; I: 9

Compound activity from PubChem BioAssay.
